Mtb RmlCD inh – M. tuberculosis RmlC/RmlD inhibition | RmlC+RmlD coupled enzyme assay, percent inhibition; primary screen in compound mixtures | 0.03% of 160,000 active | inhibition, % at 3.6 µM; in the data active = inhibition mostly above about 34%, no sharp cut-off; also: some results filed as inactive read as strong as hits
Target sequence (P9WH09 whole entry, looked up): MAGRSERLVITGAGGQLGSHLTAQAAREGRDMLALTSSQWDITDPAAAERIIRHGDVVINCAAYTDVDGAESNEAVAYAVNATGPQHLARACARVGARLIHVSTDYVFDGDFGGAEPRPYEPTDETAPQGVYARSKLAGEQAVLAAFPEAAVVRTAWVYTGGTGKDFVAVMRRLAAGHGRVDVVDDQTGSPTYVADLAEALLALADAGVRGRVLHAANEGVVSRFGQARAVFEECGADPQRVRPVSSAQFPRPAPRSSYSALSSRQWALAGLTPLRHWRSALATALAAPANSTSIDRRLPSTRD
Target sequence (P9WH11 whole entry, looked up): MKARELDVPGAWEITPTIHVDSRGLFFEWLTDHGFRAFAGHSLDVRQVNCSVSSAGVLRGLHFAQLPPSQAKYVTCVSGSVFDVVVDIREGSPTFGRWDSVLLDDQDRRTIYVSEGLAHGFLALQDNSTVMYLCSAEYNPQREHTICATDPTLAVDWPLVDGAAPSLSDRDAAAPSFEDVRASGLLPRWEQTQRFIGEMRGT
M. tuberculosis GlmU – inhibition of mycobacterial GlmU enzyme – biochemical, glucosamine-1-phosphate acetyltransferase (AID 1376). M. tuberculosis GlmU acetyltransferase enzyme assay; higher % means a stronger effect. inhibition, %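 (tested at 30 µM in the primary screen)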; hits with a dose series show IC50 in µM. 0.25% of 220,000 active; in the data active = inhibition above about 13%;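 also: 0% = complete reaction with vehicle and 100% = reaction without substrate; strong numbers were not always called active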
* hit, by the source's call; / = not tested or not shown; & = joins results of further samples.

> COc1ccc(NC(=O)C(Cc2ccccc2)n2cccc2)cc1 (stereo unspecified)
  Mtb RmlCD inh: 7 | M. tuberculosis GlmU: -2.1%
> Cc1ccc(S(=O)(=O)Nc2nc(C)c(NC(=O)OCCCl)s2)cc1
  Mtb RmlCD inh: 3 | M. tuberculosis GlmU: /
> O=C(Cn1cncn1)N/N=C/c1cccc(Cl)c1
  Mtb RmlCD inh: -1 | M. tuberculosis GlmU: 3.5%
> Oc1ccc(-c2csc(Nc3cccnc3)n2)cc1
  Mtb RmlCD inh: 3 | M. tuberculosis GlmU: 1.1%
> Cn1c(N)c(-c2nc3cccnc3n2C)sc1=S
  Mtb RmlCD inh: -5 | M. tuberculosis GlmU: 0.8%
> Cc1cccc(C)c1NC(=O)CN
  Mtb RmlCD inh: / | M. tuberculosis GlmU: -1.6%
> CC1(C)CNC(=O)CC(C)(C)N1
  Mtb RmlCD inh: -13 | M. tuberculosis GlmU: 2.8%
> O=C(N/N=C/c1ccc(OCc2ccc(F)cc2)cc1)c1ccccc1
  Mtb RmlCD inh: 7 | M. tuberculosis GlmU: -3.6%
> CCC(C)c1ccccc1OCCn1ccnc1 (stereo unspecified)
  Mtb RmlCD inh: -7 | M. tuberculosis GlmU: 0.8%
> O=C(CCCC(=O)N(CC(=O)NC1CCCC1)Cc1ccc2c(c1)OCO2)Nc1ccccn1
  Mtb RmlCD inh: / | M. tuberculosis GlmU: 2.3%
> Cc1ccccc1Nc1nc(N)nc(CSc2nnc(-c3ccccc3)n2C)n1
  Mtb RmlCD inh: 9 | M. tuberculosis GlmU: /
> COc1cccc(C2CC(c3ccc(C)cc3)n3ncnc3N2)c1 (stereo unspecified)
  Mtb RmlCD inh: 8 | M. tuberculosis GlmU: -5.0%
> COC(=O)C1=C(c2cccc(OC)c2OC)C[C@@H]2CC[C@H]1N2C(=O)NCC1CC1
  Mtb RmlCD inh: / | M. tuberculosis GlmU: -4.3%
> [O-][n+]1c2c(nn1-c1ccccc1Cl)-c1nonc1CC2
  Mtb RmlCD inh: -5 | M. tuberculosis GlmU: 5.8%
> Cc1cc(C)cc(C(=O)NCCn2cc(SCC(=O)N3CCOCC3)c3ccccc32)c1
  Mtb RmlCD inh: 10 | M. tuberculosis GlmU: -2.5%

> CCCc1[nH]nc2c1C1(C(=O)N(CC)c3ccccc31)C(C#N)=C(N)O2 (stereo unspecified)
  Mtb RmlCD inh: 3 | M. tuberculosis GlmU: 2.1%
> C=CCn1c(C)cc(C(=O)CSc2ccc(NC(C)=O)cc2)c1C
  Mtb RmlCD inh: / | M. tuberculosis GlmU: 0.3%
> CCn1c(N)c(C(=O)NCCCOC)sc1=S
  Mtb RmlCD inh: 7 | M. tuberculosis GlmU: /
> CCc1ccccc1NS(=O)(=O)c1ccc(SC)cc1
  Mtb RmlCD inh: 4 | M. tuberculosis GlmU: -4.1%
> COc1ccc(N(C)S(=O)(=O)c2cccc(C(=O)NC3CCCCCC3)c2)cc1
  Mtb RmlCD inh: -12 | M. tuberculosis GlmU: 2.5%
> Cc1cc(C)c(S(=O)(=O)N2CCN(C(=O)N(C)C)CC2)c(C)c1
  Mtb RmlCD inh: -5 | M. tuberculosis GlmU: 2.1%
> S=C(Nc1ccc2c(c1)OCCO2)Nc1ccc2c(c1)OCO2
  Mtb RmlCD inh: -11 | M. tuberculosis GlmU: 1.4%
> CNC(=S)N1C2CCC1CC(NC(=O)NC13CC4CC(CC(C4)C1)C3)C2 (stereo unspecified)
  Mtb RmlCD inh: 8 | M. tuberculosis GlmU: -0.5%
> O=C(COc1ccc(S(=O)(=O)N2CCCC2)cc1)NCCC1=CCCCC1
  Mtb RmlCD inh: 3 | M. tuberculosis GlmU: 3.3%
> O=C(C[n+]1ccccc1)N/N=C/c1ccco1
  Mtb RmlCD inh: -6 | M. tuberculosis GlmU: 1.3%
> O=c1[nH]c(SCc2ccccc2)nnc1-c1ccccc1
  Mtb RmlCD inh: 8 | M. tuberculosis GlmU: 3.4%
> C#CCOCCOCCOCCNc1nc(N2CCN(C(=O)[C@H](CCCCN)n3cc(C(N)COC(=O)C(F)(F)F)nn3)CC2)nc(N2CCN(C(=O)[C@H](CCCCN)n3cc(C(N)CC(C)C)nn3)CC2)n1 (stereo partly specified)
  Mtb RmlCD inh: 3 | M. tuberculosis GlmU: -6.5%
> CC(=O)Nc1ccc(S(=O)(=O)N=S(C)C)cc1
  Mtb RmlCD inh: 20 | M. tuberculosis GlmU: 2.1%&0.2%
> CC(Oc1ccccc1)C(=O)N1CCN=C1SCc1ccccc1 (stereo unspecified)
  Mtb RmlCD inh: / | M. tuberculosis GlmU: -4.2%
> CCCCNC(=O)c1cc([N+](=O)[O-])[nH]n1
  Mtb RmlCD inh: 1 | M. tuberculosis GlmU: 1.6%

> CCOc1ccccc1NC(=O)C(NCC1CCCCC1)c1ccccc1 (stereo unspecified)
  Mtb RmlCD inh: 6 | M. tuberculosis GlmU: -0.4%
> COc1ccc2sc(NC(=O)CC(C)C)nc2c1
  Mtb RmlCD inh: / | M. tuberculosis GlmU: -5.0%
> CCOC(=O)N1CCN(S(=O)(=O)c2ccc(F)c(C(=O)Nc3cccc(Cl)c3C)c2)CC1
  Mtb RmlCD inh: / | M. tuberculosis GlmU: -0.1%
> O=C(CSc1nccc(-c2cccs2)n1)Nc1ccc(Cl)cc1
  Mtb RmlCD inh: / | M. tuberculosis GlmU: -2.1%
> CC1CCCCC1N1CN=C(Nc2nc3ccccc3s2)NC1 (stereo unspecified)
  Mtb RmlCD inh: -6 | M. tuberculosis GlmU: -2.4%
> C/C=C(/C)C(=O)O[C@@H]1[C@H](OC(=O)C=C(C)C)c2c(ccc3ccc(=O)oc23)OC1(C)C
  Mtb RmlCD inh: / | M. tuberculosis GlmU: 1.1%
> O=C(NC1CCCCC1)C(=S)N1CCOCC1
  Mtb RmlCD inh: -4 | M. tuberculosis GlmU: -4.0%
> CNC(=S)NCCc1ccc(OC)c(OC)c1
  Mtb RmlCD inh: -3 | M. tuberculosis GlmU: /
> COc1cccc(C2=NCCc3cc4c(cc32)OCO4)c1OC
  Mtb RmlCD inh: -16 | M. tuberculosis GlmU: -4.0%
> Cn1c(C(=O)NCCCN2CCCC2=O)cc2c(=O)n(C)c3ccccc3c21
  Mtb RmlCD inh: 13 | M. tuberculosis GlmU: 2.6%
> O=C1Nc2ccc(S(=O)(=O)NCc3ccccn3)c3cccc1c23
  Mtb RmlCD inh: -9 | M. tuberculosis GlmU: /
> Cc1cc2nc(C3CCN(C(=S)NCCCOC(C)C)CC3)[nH]c2cc1C
  Mtb RmlCD inh: / | M. tuberculosis GlmU: 1.9%
> COc1cc(/C=N/NC(=O)c2cc3ccccc3cc2O)ccc1OCCN1CCCCC1
  Mtb RmlCD inh: / | M. tuberculosis GlmU: -10%
> CN(C)S(=O)(=O)c1ccc(C(=O)OCC(=O)c2ccc3c(c2)NC(=O)CO3)cc1
  Mtb RmlCD inh: / | M. tuberculosis GlmU: -2.7%
> O=C1C(Cc2ccc3[nH]ccc3c2)NC(=S)N1c1ccccc1 (stereo unspecified)
  Mtb RmlCD inh: 8 | M. tuberculosis GlmU: 8.1%

Entries listed so far that have fluorine (three):
> O=C(N/N=C/c1ccc(OCc2ccc(F)cc2)cc1)c1ccccc1
  Mtb RmlCD inh: 7 | M. tuberculosis GlmU: -3.6%
> C#CCOCCOCCOCCNc1nc(N2CCN(C(=O)[C@H](CCCCN)n3cc(C(N)COC(=O)C(F)(F)F)nn3)CC2)nc(N2CCN(C(=O)[C@H](CCCCN)n3cc(C(N)CC(C)C)nn3)CC2)n1 (stereo partly specified)
  Mtb RmlCD inh: 3 | M. tuberculosis GlmU: -6.5%
> CCOC(=O)N1CCN(S(=O)(=O)c2ccc(F)c(C(=O)Nc3cccc(Cl)c3C)c2)CC1
  Mtb RmlCD inh: / | M. tuberculosis GlmU: -0.1%

The list continues.
> Cc1ccccc1C(=O)NN1C(=O)CSC1=S
  Mtb RmlCD inh: / | M. tuberculosis GlmU: -1.1%
> COc1ccc2oc(=O)c(C(=O)C[n+]3cccc(C)c3)cc2c1
  Mtb RmlCD inh: -10 | M. tuberculosis GlmU: 1.8%
> COc1ccc(-c2nnn(CC(=O)N(CC(=O)NC3CCCC3)c3ccccc3)n2)cc1OC
  Mtb RmlCD inh: -3 | M. tuberculosis GlmU: -1.8%
> O=C(NC1CCCCC1)C1CCCN(S(=O)(=O)c2cnc[nH]2)C1 (stereo unspecified)
  Mtb RmlCD inh: 9 | M. tuberculosis GlmU: -5.2%
> Cc1cccc(NC(=O)CN2C(=O)N/C(=C/c3cc(C)n(C(C)C)c3C)C2=O)c1
  Mtb RmlCD inh: -12 | M. tuberculosis GlmU: 6.7%
> CCc1ccc(NC(=O)C(C)OC(=O)c2c(C)nn(Cc3ccccc3)c2Cl)cc1 (stereo unspecified)
  Mtb RmlCD inh: 66 | M. tuberculosis GlmU: -8.6%
> CC(C)CCN1CC(C(=O)NCc2ccccc2)CC1=O (stereo unspecified)
  Mtb RmlCD inh: 9 | M. tuberculosis GlmU: 4.5%
> COc1ccc(Oc2ccc(C(F)(F)F)cc2NC(=O)c2ccc(F)cc2)cc1
  Mtb RmlCD inh: -9 | M. tuberculosis GlmU: 7.0%
> O=C(O)c1cc(-c2ccc(/C=N/N3C(=O)C4C5C=CC(CC5)C4C3=O)o2)ccc1Cl (stereo unspecified)
  Mtb RmlCD inh: -2 | M. tuberculosis GlmU: 5.5%
> Cc1cc(C)nc(-n2nc(C)cc2NC(=O)c2cccc(S(=O)(=O)N3CCCCC3)c2)n1
  Mtb RmlCD inh: -6 | M. tuberculosis GlmU: 2.0%
> COc1cc(/C=C/C(=O)O)cc(S(=O)(=O)NC2CC2)c1OC
  Mtb RmlCD inh: / | M. tuberculosis GlmU: -4.2%
> CCOC(=O)c1[nH]c2ccccc2c1NC(=O)NC1CCCCC1
  Mtb RmlCD inh: / | M. tuberculosis GlmU: -4.3%
> COC(=O)c1cc(CNC(=O)c2cccc(Cl)c2Cl)ccc1OC
  Mtb RmlCD inh: 3 | M. tuberculosis GlmU: 0.9%
> Cc1cccc(OCCCn2c(=O)sc3ccccc32)c1
  Mtb RmlCD inh: 8 | M. tuberculosis GlmU: 3.4%
> COc1cc(C(=O)OCC(=O)c2cc(C)n(C)c2C)cc(NC(=O)c2ccco2)c1OC
  Mtb RmlCD inh: / | M. tuberculosis GlmU: -6.0%

A run of entries taken from the entries so far, for reference:
> Cc1cccc(OCCCn2c(=O)sc3ccccc32)c1
  Mtb RmlCD inh: 8 | M. tuberculosis GlmU: 3.4%
> COc1cc(C(=O)OCC(=O)c2cc(C)n(C)c2C)cc(NC(=O)c2ccco2)c1OC
  Mtb RmlCD inh: / | M. tuberculosis GlmU: -6.0%

One compound at a time, as listed above. Order of values: Mtb RmlCD inh	M. tuberculosis GlmU
CCOC(=O)N1CCN(S(=O)(=O)c2ccc(F)c(C(=O)Nc3cccc(Cl)c3C)c2)CC1 across the screens: /	-0.1%
O=C(CSc1nccc(-c2cccs2)n1)Nc1ccc(Cl)cc1 across the screens: /	-2.1%

Further compounds follow:
> CCOc1ccc(-c2nc(C#N)c(N3CCN(Cc4ccccc4)CC3)o2)cc1
  Mtb RmlCD inh: 8 | M. tuberculosis GlmU: 2.4%
> O=C(Nc1ccc2c(c1)OCCO2)C1CCN(C(=O)c2ccc(Br)cc2)CC1
  Mtb RmlCD inh: -22 | M. tuberculosis GlmU: 3.5%
> Cc1cc(C)c(C)c(OCC(=O)O/N=C(\N)c2ccccn2)c1
  Mtb RmlCD inh: 4 | M. tuberculosis GlmU: 1.3%
> CC(=O)Oc1c(S(=O)(=O)c2ccc(C)cc2)c(C)nn1-c1ccccc1
  Mtb RmlCD inh: / | M. tuberculosis GlmU: 7.5%
> O=C(CCCN1C(=O)CCC1=O)Nc1ccc2c(c1)OCCO2
  Mtb RmlCD inh: 24 | M. tuberculosis GlmU: 8.6%
> COCC(=O)Oc1c(S(=O)(=O)c2ccc(C)cc2)c(C)nn1-c1ccccc1
  Mtb RmlCD inh: -9 | M. tuberculosis GlmU: 1.9%
> O=C(N/N=C/c1cnc(N2CCCCC2)s1)c1ccc(Cl)cc1
  Mtb RmlCD inh: -7 | M. tuberculosis GlmU: -8.4%
> Cc1ccc(S(=O)(=O)Nc2ccc(Cl)cc2C(=O)c2ccc(F)cc2)cc1
  Mtb RmlCD inh: 2 | M. tuberculosis GlmU: 1.3%
> COc1ccc(Cl)cc1NC(=O)CN(C)Cc1ccc(OC)c(OC)c1
  Mtb RmlCD inh: / | M. tuberculosis GlmU: 0.3%
> O=C(NCCc1ccccc1)c1ccncc1
  Mtb RmlCD inh: 0 | M. tuberculosis GlmU: 6.9%
> NC(=S)c1cc2cc(Cl)ccc2oc1=O
  Mtb RmlCD inh: -6 | M. tuberculosis GlmU: 0.3%

Not all compounds are listed; the hit share may differ from the screen's.
